Assay outcomes deposited in PubChem by several laboratories.
Mtb UGM inh = M. tuberculosis UGM enzyme inhibitors, primary screen, biochemical, fluorescence polarization, single point | UDP-galactopyranose mutase (Mycobacterium tuberculosis (strain ATCC 25618 / H37Rv)), … | purified UGM, fluorescence polarization probe displacement | inhibition, % at 10 µM | actives 0.06% (n = 320,000) | AID 504406, 2011; in the data active = inhibition above about 10%, passing the limit was not always enough; inconclusive = no clear call, values can overlap the other calls
Target sequence (P9WIQ1 whole entry, looked up): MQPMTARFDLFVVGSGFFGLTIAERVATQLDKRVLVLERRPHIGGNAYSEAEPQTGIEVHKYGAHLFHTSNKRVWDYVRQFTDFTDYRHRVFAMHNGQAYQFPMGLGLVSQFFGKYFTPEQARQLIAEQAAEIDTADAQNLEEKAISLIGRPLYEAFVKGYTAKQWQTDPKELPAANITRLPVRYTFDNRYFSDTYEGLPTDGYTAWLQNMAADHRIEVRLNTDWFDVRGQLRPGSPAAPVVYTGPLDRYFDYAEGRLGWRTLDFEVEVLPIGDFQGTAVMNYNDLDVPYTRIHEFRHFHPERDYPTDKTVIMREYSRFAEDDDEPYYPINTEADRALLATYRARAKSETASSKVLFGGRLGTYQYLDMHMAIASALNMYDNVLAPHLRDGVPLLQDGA
GDH-TPI counter = GDH-TPI coupling enzyme inhibitors, primary screen, artefact control for M. tuberculosis FBA inhibitor project, biochemical, absorbance, full deck; inhibition, % at 4.8 µM; AID 588335, 2011; actives 1.2% (n = 360,000); GDH-TPI coupled enzyme counterscreen, NADH absorbance;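 also: 0% = DMSO wells and 100% = wells lacking the enzyme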
FadD28 binding = inhibitors of FadD28 bisubstrate probe binding, primary screen, biochemical, fluorescence polarization, single point | actives 0.22% (n = 360,000) | inhibition, % at 12.5 µM | Mycobacterium tuberculosis FadD28 fatty-acid-AMP ligase; in the data active = inhibition above about 8.5%, passing the limit was not always enough; inconclusive = no clear call, values can overlap the other calls
Mtb FBA inh = Mtb FBA enzyme inhibitors, primary screen, biochemical, fluorescence, strain H37Rv; Fructose-bisphosphate aldolase (Mycobacterium tuberculosis (strain ATCC 25618 / H37Rv)), …; purified M. tuberculosis FBA, fluorescence read-out; inhibition, % at 1 µM; actives 2.3% (n = 360,000); AID 588726, 2011; in the data active = inhibition above about 27%;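 also: 0% = vehicle and 100% = reference inhibitor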
Target sequence (P9WQA3 whole entry, looked up): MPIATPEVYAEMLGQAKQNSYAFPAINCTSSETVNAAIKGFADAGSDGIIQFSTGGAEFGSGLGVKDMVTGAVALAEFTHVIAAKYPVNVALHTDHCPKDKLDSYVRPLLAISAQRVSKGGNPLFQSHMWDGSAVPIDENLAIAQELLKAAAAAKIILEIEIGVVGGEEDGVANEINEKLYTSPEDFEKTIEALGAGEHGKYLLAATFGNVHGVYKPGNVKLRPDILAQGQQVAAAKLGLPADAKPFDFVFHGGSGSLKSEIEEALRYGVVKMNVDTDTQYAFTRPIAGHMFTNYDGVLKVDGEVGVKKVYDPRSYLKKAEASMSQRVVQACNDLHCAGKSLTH
CCHFV vOTU inh = CCHFV vOTU protease inhibitors, primary screen, biochemical, Pep-AMC substrate, fluorescence | inhibition, % at 11.5 µM | Crimean-Congo hemorrhagic fever virus L polyprotein viral ovarian tumor (vOTU) protease … | actives 0.55% (n = 370,000) | AID 651958, 2012; also: 0% = vehicle wells with enzyme and 100% = no enzyme wells
BioA inh = M. tuberculosis BioA enzyme inhibitors, primary screen, biochemical, plate reader, single point, HTS | purified M. tuberculosis BioA enzyme | inhibition, % at 9.99 µM | actives 0.096% (n = 360,000) | 7,8-diaminopelargonic acid synthase BioA (Mycobacterium tuberculosis); in the data active = inhibition above about 40%; inconclusive = no clear call, values can overlap the other calls
PrPC TRFRET = inhibitors of human cell surface prion protein PrPC, primary screen, cell-based, TR-FRET | actives 0.43% (n = 370,000) | Major prion protein (Homo sapiens), P04156 | AID 720596, 2013 | TR-FRET read-out | inhibition, % at 13.8 µM; in the data active = inhibition above about 24%; also: 0% = median of the test wells and 100% = reference compound wells
BoNT F protease = BoNT/F light chain protease inhibitors, primary screen, biochemical, flow cytometry, MLPCN library; AID 588497, 2011; inhibition, % at 10 µM; Botulinum neurotoxin type F light chain protease (Clostridium botulinum); Multiplex microsphere protease cleavage assay; actives 0.22% (n = 360,000); in the data active = inhibition above about 35%, passing the limit was not always enough; inconclusive = no clear call, values can overlap the other calls; also: plate controls were buffer without enzyme for full effect and enzyme alone for no effect
BoNT-A LC inh2 = BoNT/A light chain protease inhibitors, primary screen, biochemical, flow cytometry, MLPCN library. Botulinum neurotoxin type A light chain protease (Clostridium botulinum A str. ATCC 3502). multiplex microsphere protease substrate cleavage. inhibition, % at 10 µM. actives 0.17% (n = 360,000). AID 588499, 2011; in the data active = inhibition above about 30%; inconclusive = no clear call, values can overlap the other calls; also: plate controls were buffer without enzyme for full effect and enzyme alone for no effect
* marks the source's active call; other numbers are inactive results; ? = inconclusive; . = not tested or not shown; & = joins results of further samples. Rule as the data show it, unless noted: active = inhibition above about 30%; inactive = the rest.

SMILES	Mtb UGM inh	GDH-TPI counter	FadD28 binding	Mtb FBA inh	CCHFV vOTU inh	BioA inh	PrPC TRFRET	BoNT F protease	BoNT-A LC inh2
O=C(Nc1cc([N+](=O)[O-])c2[nH]c(=O)c3ccccc3c2c1)C(F)(F)F	.	9	-1.9	4	19	.	-16	-2	-0.3
CCNC(=S)SCCOc1ccc(C)cc1	-0.1	3	-0.6	-1	4	.	1	-6	-0.8
CCC(=NCCc1ccccc1)c1c(O)n(C2CCCCC2)c(=O)[nH]c1=O	0.5	-3	-1.8	2	-4	1.2	2	-6	0.3
NC(N)=NC1=NC(=O)C(Cc2ccccc2)S1 (stereo not drawn)	0.5	0	-0.1	-3	4	-1.7	5	-3	1.0
CCC(=NCCCN(CC)CC)c1c(O)n(-c2ccccc2)c(=O)[nH]c1=O	-0.9	-7	1.8	0	0	-0.9	-5	-3	-2.0
COc1ccc(N2CCN(c3nc(Nc4ccc(C)c(F)c4)nc(N4CCCC4)n3)CC2)cc1	-0.3	-4	-1.8	-5	-3	-4.8	10	1	-0.2
Cc1nc(C(C)NC(=O)CCc2nnc(CCCc3ccccc3)o2)c(C)s1 (stereo not drawn)	1.9	-2	0.7	4	-5	-0.2	3	-10	-0.3
O=C(NCCCN1CCN(Cc2ccccc2Cl)CC1)Nc1ccccc1	-2.9	-5	-1.6	-2	1	-1.9	-3	?	0.8
Cc1ccccc1Nc1nn2c(=O)c3ccc(C(=O)N4CCCC(C)C4)cc3nc2s1 (stereo not drawn)	.	15	-5.0	3	-1	-0.3	-1	-6	0.0
COc1cccc(NC(=O)CN2C(=O)COc3ccc(C)cc32)c1	0.0	3	0.4	1	10	-2.0	-4	?	-0.4
C/C(CC(C)(C)C1CCCCC1)=N\NC(N)=S	-5.5	-5	-3.2	-3	-3	.	9	-13	-0.4
NC(=O)c1ccsc1NC(=O)CSc1nnc(NC2CC2)s1	-0.6	-11	-2.0	-1	-10	-0.2	0	2	0.1
O=C(NCC(O)c1ccccc1)c1ccc(Cl)c(S(=O)(=O)N2CCCCC2)c1 (stereo not drawn)	-0.5	3	-1.5	-2	2	1.8	11	2	2.1
CC1(C)Cc2c(sc(NC(=O)C(=O)N3CCOCC3)c2C(N)=O)CO1	2.2	13	-0.2	-2	6	.	-2	-7	-0.3
CC(C)c1oc(=O)cc2c1[C@@H](O)[C@H]1OC(=O)[C@@]3(C)C[C@@H](O)[C@@H](O)[C@@]2(C)C13 (stereo partly drawn)	0.4	-12	0.1	0	-15	-0.7	64*	2	-0.4
COc1ccc(CC(=O)NNC(=O)c2cc(C)[nH]n2)cc1	-2.1	4	-1.6	1	3	-0.2	7	-1	-1.2
COc1ccc(C(=O)NNC(=O)C2CCCO2)cc1 (stereo not drawn)	-0.5	1	-3.3	-2	-9	.	-2	2	0.0
COc1ccccc1CNC(=O)C1CCN(S(=O)(=O)c2ccc3c(c2)NC(=O)CO3)CC1	5.6	2	-3.7	-2	6	0.4	-4	0	-0.9
C[C@H](CO)N1C[C@H](C)[C@@H](CN(C)Cc2ccc(C(=O)O)cc2)Oc2ccc(NS(C)(=O)=O)cc2C1=O	1.6	4	-0.2	3	-9	0.7&0.4	3	3	0.5
CCOC(=O)c1cnn(CCOC(=O)c2ccc(F)cc2)c1NC(=O)c1ccc(F)cc1	0.3	6	-2.9	2	1	0.3	2	-11	-0.9
O=C(Nc1ccccc1Cl)N1CCCN(c2nc(-c3ccccc3)ns2)CC1	-0.2	-1	-1.1	0	6	2.4	0	-7	-0.7
O=C(CN(C(=O)CNC(=O)c1cccs1)c1cccc(F)c1)NC1CCCC1	0.4	5	0.5	1	5	0.8	-2	7	-2.7
O=C(NCCC(F)(F)F)C1Cc2c(-c3ccccc3Oc3ccccc3)ccnc2O1 (stereo not drawn)	.	13	-0.7	0	18	1.1	-3	-6	0.5
Nn1c(SCC(=O)Nc2ccc(N3CCOCC3)cc2)nnc1-c1cccc(F)c1	4.8	2	-1.2	2	3	-9.3	-4	1	0.3

Individual results from the entries so far:
GDH-TPI counter with `C[C@H](CO)N1C[C@H](C)[C@@H](CN(C)Cc2ccc(C(=O)O)cc2)Oc2ccc(NS(C)(=O)=O)cc2C1=O` stands at 4
CCHFV vOTU inh with `O=C(NCCC(F)(F)F)C1Cc2c(-c3ccccc3Oc3ccccc3)ccnc2O1` (stereo not drawn) stands at 18

Next records
SMILES	Mtb UGM inh	GDH-TPI counter	FadD28 binding	Mtb FBA inh	CCHFV vOTU inh	BioA inh	PrPC TRFRET	BoNT F protease	BoNT-A LC inh2
COC(=O)CNC(=O)c1ccccc1	1.1	7	-0.4	1	1	-0.7	2	-10	-0.1
COCC1OC(OC(C)C(O)c2cnc3nc(N)[nH]c(=O)c3n2)C(O)C(OC)C1O (stereo not drawn)	.	-4	-3.9	103*	-154	0.3	-4	-2	0.3
C[C@H]1CN=C2N(CCNC(=O)CCC3CCCCC3)[C@H](Cc3ccc(O)cc3)CN21	2.3	6	-2.2	1	17	-1.8	7	2	0.0
CC1(C(=O)NCCC(F)(F)F)Cc2c(-c3cccc(C(F)(F)F)c3)ccnc2O1 (stereo not drawn)	.	1	-3.6	-4	6	-0.8	0	-4	-0.1
COc1cccc(CC(=O)OC(C)C(=O)NCc2ccc3c(c2)OCO3)c1 (stereo not drawn)	3.1	3	-2.4	-1	-4	.	5	-3	-2.2
O=C(N/N=C/c1ccc(F)cc1)c1cccc(NC(=O)c2ccccc2Cl)c1	3.9	18	-16	16	10	2.3	9	-1	2.1
Brc1ccccc1-n1nnc(-c2cnc3ccccc3c2)n1	-1.0	8	-0.1	5	6	-1.7	0	-9	-0.1
CN(C(=O)COC(=O)CSc1ccc(C(N)=O)cc1[N+](=O)[O-])C1CCS(=O)(=O)C1 (stereo not drawn)	-2.6	4	-3.7	-3	-8	7.7	-19	-4	-0.9
O=C(NCC1CCCO1)c1ccc(COc2ccccc2)o1 (stereo not drawn)	2.3	4	0.0	5	-4	.	0	-2	5.2
O=C(CC1Sc2ccccc2NC1=O)c1ccc(Br)cc1 (stereo not drawn)	-1.3	4	-3.7	-4	8	-1.4	10	-2	0.8
Cn1cc(C(=O)NC2CCCCC2)c(=O)c2cc(S(=O)(=O)N3CCCC3)ccc21	1.6	5	-2.8	-3	13	-1.8	-3	-6	-0.6
O=C(NC(Cc1ccc(F)cc1)C(=O)O)c1ccccc1 (stereo not drawn)	2.4	5	-0.1	-3	8	-1.6	4	-20	-0.2

Some of the entries above, reformatted.
Order of values – Mtb UGM inh	GDH-TPI counter	FadD28 binding	Mtb FBA inh	CCHFV vOTU inh	BioA inh	PrPC TRFRET	BoNT F protease	BoNT-A LC inh2
O=C(NCCC(F)(F)F)C1Cc2c(-c3ccccc3Oc3ccccc3)ccnc2O1 (stereo not drawn)
    .	13	-0.7	0	18	1.1	-3	-6	0.5
Nn1c(SCC(=O)Nc2ccc(N3CCOCC3)cc2)nnc1-c1cccc(F)c1
    4.8	2	-1.2	2	3	-9.3	-4	1	0.3
COC(=O)CNC(=O)c1ccccc1
    1.1	7	-0.4	1	1	-0.7	2	-10	-0.1
COCC1OC(OC(C)C(O)c2cnc3nc(N)[nH]c(=O)c3n2)C(O)C(OC)C1O (stereo not drawn)
    .	-4	-3.9	103*	-154	0.3	-4	-2	0.3
C[C@H]1CN=C2N(CCNC(=O)CCC3CCCCC3)[C@H](Cc3ccc(O)cc3)CN21
    2.3	6	-2.2	1	17	-1.8	7	2	0.0
CC1(C(=O)NCCC(F)(F)F)Cc2c(-c3cccc(C(F)(F)F)c3)ccnc2O1 (stereo not drawn)
    .	1	-3.6	-4	6	-0.8	0	-4	-0.1
COc1cccc(CC(=O)OC(C)C(=O)NCc2ccc3c(c2)OCO3)c1 (stereo not drawn)
    3.1	3	-2.4	-1	-4	.	5	-3	-2.2
O=C(N/N=C/c1ccc(F)cc1)c1cccc(NC(=O)c2ccccc2Cl)c1
    3.9	18	-16	16	10	2.3	9	-1	2.1
Brc1ccccc1-n1nnc(-c2cnc3ccccc3c2)n1
    -1.0	8	-0.1	5	6	-1.7	0	-9	-0.1
CN(C(=O)COC(=O)CSc1ccc(C(N)=O)cc1[N+](=O)[O-])C1CCS(=O)(=O)C1 (stereo not drawn)
    -2.6	4	-3.7	-3	-8	7.7	-19	-4	-0.9
O=C(NCC1CCCO1)c1ccc(COc2ccccc2)o1 (stereo not drawn)
    2.3	4	0.0	5	-4	.	0	-2	5.2

(more compounds)
SMILES	Mtb UGM inh	GDH-TPI counter	FadD28 binding	Mtb FBA inh	CCHFV vOTU inh	BioA inh	PrPC TRFRET	BoNT F protease	BoNT-A LC inh2
CCOC(=O)c1cc(C#N)c(N2CCN(C)CC2)nc1-c1ccccc1	0.8	0	-0.5	6	-6	1.4	-5	-1	-0.4
O=C(Nc1ccc(S(=O)(=O)N2CCOCC2)cc1)c1cccs1	2.4	-4	-3.4	0	9	5.7	-1	-19	-0.5
Fc1ccc(COc2ccc(-c3nnco3)cc2)c(Cl)c1	-2.1	3	-0.4	1	8	-1.0	4	7	-0.4
CCOC(=O)C1C(C)=CC(=O)CC1c1ccco1 (stereo not drawn)	-2.7	-12	-2.1	0	1	-1.7	-1	0	-0.4
CCOc1ccccc1NC(=O)Cn1nnc(C(=O)NCCc2ccc(OC)c(OC)c2)c1N	-2.2	10	-0.9	3	-4	.	2	-8	-1.3
O=C(/C=C/Nc1ccc(F)cc1F)c1ccco1	-2.5	10	0.2	0	-2	.	1	-9	-0.3
O=[N+]([O-])c1cc(C(F)(F)F)ccc1NCCCN1CCOCC1	-0.1	8	-0.7	-3	2	.	-7	7	0.1
C[C@H](NC(=O)NCCc1ccccc1)C(=O)O	-0.4	-10	0.5	2	6	0.2	2	-1	-0.1
COc1cccc(NC(=O)CN(C)C(=O)c2cn(-c3ccccc3)nc2-c2cccs2)c1	2.0	-2	-3.6	0	12	-0.8	3	-1	1.4
CN(C)c1ccc(/C=C/C=N/Nc2nc(N3CCOCC3)nc(N3CCOCC3)n2)cc1	1.1	28	0.5	3	11	-0.9	-23	-4	0.0
COCCOC(=O)C1=C(C)NC2=C(C(=O)CCC2)C1c1cc2c(cc1Br)OCO2 (stereo not drawn)	-1.0	7	-3.8	0	-16	0.9	3	-2	1.0
COc1ccc(OC)c(NC(=O)CSC2=C(C#N)C(c3ccco3)C3=C(CCCC3=O)N2)c1 (stereo not drawn)	-0.4	11	-4.8	-1	1	6.6	1	-2	-0.5
CCN(CC)S(=O)(=O)c1ccc(NC(=O)C2c3ccccc3Oc3ccccc32)cc1	.	1	6.3	-3	-3	.	2	-13	-1.1
Cn1ncc(Br)c1C(=O)N1CCN(C(=O)c2ccco2)CC1	1.8	0	-0.6	0	-10	0.9	-3	-1	-0.2
CC(C)(C)NC(=O)CN(C(=O)C(=O)Nc1ccc2c(c1)OCCO2)C(C)(C)C	-1.4	0	-0.2	-1	-3	1.6	6	-6	-0.2
CCc1ccc(CNc2ccc3c(c2)ncn3CC)cc1	-3.2	1	-0.3	7	-16	0.4	14	?	1.3
Cc1nc(NC(=O)CN2CCOCC2)sc1C(=O)N(C)C	2.3	6	-0.1	0	-4	-0.3	-5	-13	-3.6
CCn1c(SCc2nc3ccccc3[nH]2)nnc1-c1ccc(OC)cc1	0.7	5	-1.2	3	4	-1.5	9	-3	-3.1
O=C(c1cc(=O)[nH]c2ccccc12)N1CCN(S(=O)(=O)c2ccc(Cl)cc2)CC1	-3.0	17	-0.3	6	2	-0.4	-1	4	-0.3
CCOC(=O)c1ccc(N2C(=O)C3ON(c4ccccc4)C(c4ccco4)C3C2=O)cc1 (stereo not drawn)	0.2	0	-4.4	-1	.	1.7	.	-2	-0.3
